Assay outcomes from PubChem BioAssay.
Autophagy HCS – autophagy modulators in MEF cells, primary screen, imaging, high-content, MEF GFP-LC3; MEF GFP-LC3 puncta imaging; test concentration mostly 10 µM; calls only at 10 µM (by protocol); hit rate 0.98% among 190,000; AID 463193, 2010;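 active means percentage of spot-positive cells more than 3 SD above its plate mean, without a fluorescence outlier flag or 80% toxicity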;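 further: spot-positive cell cutoff set from DMSO-treated cells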
Insulin prom up – insulin promoter activators in MIN6 cells, imaging, high-content screening, mouse beta cells. AID 1625, 2009. hit rate 0.3% among 190,000. MIN6 insulin promoter-GFP reporter; stronger effect = higher value. z-score at 5 µM;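 active means z-score above 3 at 5 µM with at least 500 cells counted in the well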
bCat nuc transl – modulators of beta-catenin nuclear translocation, primary screen, imaging, HeLa cells, immunofluorescence, high-content. hit rate 0.3% among 190,000. nuclear translocation activity, % at 5 µM;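 active means nuclear translocation activity above 50% at 5 µM, with a well cell count of 50 or more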;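 further: per-cell ratio of nuclear to cytoplasmic median beta-catenin stain intensity; plate controls were DMSO negative control for no effect and GSK-3 inhibitor IX positive control for full effect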
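Read-out: Nuclear/cytoplasmic beta-catenin signal ratio, % activation | Assay system: Human HeLa cell line | Times: 24 h compound exposure at 37°C, 5% CO2 | Signal: Fluorescence imaging of beta-catenin antibody stain plus DAPI | Dosing: 5 µM primary, 0.02–20 µM confirmation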
PMI inhibitors – inhibitors of human PMI, primary screen, biochemical, fluorescence intensity, coupled assay (AID 1209); hit rate 0.42% among 190,000; Mannose-6-phosphate isomerase (Homo sapiens); purified PMI enzyme, coupled fluorescence intensity; higher % means a stronger effect; inhibition, % at 20 µM; hits with a dose series show IC50 in µM;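 further: plate controls were DMSO vehicle for no effect and wells lacking substrate for full effect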
Lipid droplet – inhibitors of hepatocyte lipid droplet formation, primary screen, imaging, high-throughput imaging, BODIPY stain. AID 1656, 2009. inhibition, % at 6.5 µM. hit rate 0.4% among 240,000. AML12 mouse hepatocytes, oleate lipid droplets;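 active means lipid droplet intensity inhibited by at least 50%, with more than 500 cells counted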
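Assay system: AML12 hepatocytes (mouse) / Also added: 100 µM oleic acid challenge / Times: overnight treatment with compound plus oleate / Detection: high-content imaging of BODIPY-stained droplets and DAPI nuclei / Evaluation: % inhibition of lipid droplet signal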
TNAP activation fold – human TNAP enzyme activators, primary screen, biochemical, luminescent, no phosphate acceptor, uHTS (AID 1001); activation fold at 20 µM; hits with a dose series show EC50 in µM; hit rate 0.03% among 200,000; Alkaline phosphatase, tissue-nonspecific isozyme (Homo sapiens); purified TNAP, luminescent activation assay, no phosphate acceptor; higher activation fold means a stronger effect; in the data active means activation fold from about 3, or a potency from the dose series; inactive means the rest, 99 in 100 with activation fold below about 1.6; further: many of its hits are not listed in these tables
T cell modulator – modulators of CD8 T cell-vesicle binding, primary screen, mouse 2C CD8+ T cells, flow cytometry | 2C CD8+ T cell-vesicle binding; stronger effect = lower value | calls only at 7 µM | hit rate 0.068% among 330,000;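 active means response, share of CD8 T cells binding vesicles, and their 90th percentile fluorescence all below set limits, cut at about 80% in these data, passing the limit was not always enough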
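incubation = binding step 1.5 h, 37 °C, antibody labelling 20 min, ice | test system = 2C mouse CD8+ T cells | read-out basis = percent CD8+ FL2 mean versus row control | controls = Peptide-free naked vesicles (low) and QL9 vesicles with 0.7% DMSO vehicle (high) | detection = flow cytometry of vesicle-bound cells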
MT stabilize HCS – microtubule stabilizers in HeLa cells, primary screen, imaging, high-content imaging | HeLa tubulin immunostaining HCS, 24 h; share of cells brighter than vehicle mean+2SD | % tubulin-high responders, % at 10 µM | hit rate 0.83% among 200,000 | AID 2205, 2009;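 active means plate Z-score above 3 for both tubulin-high and condensed-nucleus cell shares, with cell loss under 80%, at 10 µM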;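 further: anti alpha tubulin signal scored within the nucleus-defined area of each cell; some results filed as inactive read as strong as hits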
PMI inhibition – human PMI inhibitors, high substrate, primary screen, biochemical, fluorescence intensity, high mannose 6-phosphate (AID 1220). Mannose-6-phosphate isomerase (Homo sapiens). recombinant PMI enzyme, coupled fluorescence intensity; higher % means a stronger effect. inhibition, % at 20 µM, or IC50 in µM where a hit was titrated. hit rate 0.66% among 190,000
Insulin prom up cell count – recorded beside Insulin prom up, whose call it bears; cell count; measured here: cytotoxicity, nuclei count;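 total cells summed across four imaged fields per well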
Lipid droplet cells 6.5 µM – recorded beside Lipid droplet, whose call it bears; cell count; measured here: cell count, cytotoxicity flag;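 cells counted across two imaged fields per well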
bCat nuc transl cell count 5 µM – recorded beside bCat nuc transl, whose call it bears; cell count; measured here: cell count, cytotoxicity flag
T cell modulator vesicle-bound % – also measured in T cell modulator; calls as there; double positive events, %; measured here: CD8+ vesicle-bound cell fraction;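 binding gate set so that unloaded-vesicle control wells show 10% double positive cells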
MT stabilize HCS Hoechst-high % – second read-out of MT stabilize HCS, no call of its own (marks repeat the call); % Hoechst-high responders; measured here: nuclear condensation Hoechst responders;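 share of cells brighter than vehicle mean plus two SD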
MT stabilize HCS cytotoxicity % – recorded beside MT stabilize HCS, whose call it bears; toxicity, %; measured here: cytotoxicity by cell density;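 0% = mean cell density of plate MIN control wells and 100% = no cells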
Autophagy HCS cell loss 18 h – recorded beside Autophagy HCS, whose call it bears; toxicity, %; measured here: cell loss, nuclei count;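 cell loss after 18 h compound exposure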
Starred values were filed as active, the others as inactive; i = inactive; · = no result given; + = active, no number. Unless noted, no stated cut-off is given here; in the data, active means inhibition above about 50%; inactive means the rest.

Start of the listing, in advance:
compound | Autophagy HCS | Autophagy HCS cell loss 18 h | Insulin prom up | Insulin prom up cell count | bCat nuc transl | bCat nuc transl cell count 5 µM | PMI inhibitors | Lipid droplet | Lipid droplet cells 6.5 µM | TNAP activation fold | T cell modulator | T cell modulator vesicle-bound % | MT stabilize HCS | MT stabilize HCS Hoechst-high % | MT stabilize HCS cytotoxicity % | PMI inhibition
CN(C)c1ccc(S(=O)(=O)NCC(=O)OCC(=O)Nc2cccc(Cl)c2)cc1[N+](=O)[O-] | i | -7 | 0.02 | 1308 | -1.5 | 571 | 10% | 3 | 668 | 1 | i | 52 | 1.7 | 1.8 | 0.5 | 9%
NC(=O)COC(=O)CC(c1ccccc1)c1ccccc1 | i | 5 | 1.4 | 1197 | -5.3 | 1099 | 5% | -1 | 689 | 1 | i | 31 | 1.9 | 3.3 | 5.5 | 10%

The listing (from the top)
compound | Autophagy HCS | Autophagy HCS cell loss 18 h | Insulin prom up | Insulin prom up cell count | bCat nuc transl | bCat nuc transl cell count 5 µM | PMI inhibitors | Lipid droplet | Lipid droplet cells 6.5 µM | TNAP activation fold | T cell modulator | T cell modulator vesicle-bound % | MT stabilize HCS | MT stabilize HCS Hoechst-high % | MT stabilize HCS cytotoxicity % | PMI inhibition
CN(C)c1ccc(S(=O)(=O)NCC(=O)OCC(=O)Nc2cccc(Cl)c2)cc1[N+](=O)[O-] | i | -7 | 0.02 | 1308 | -1.5 | 571 | 10% | 3 | 668 | 1 | i | 52 | 1.7 | 1.8 | 0.5 | 9%
NC(=O)COC(=O)CC(c1ccccc1)c1ccccc1 | i | 5 | 1.4 | 1197 | -5.3 | 1099 | 5% | -1 | 689 | 1 | i | 31 | 1.9 | 3.3 | 5.5 | 10%
Cc1ccccc1NC(=O)c1cc(S(=O)(=O)c2ccccc2)ccc1Cl | i | -6 | 0.03 | 1007 | -2.6 | 1180 | 6% | -17 | 722 | 1.1 | i | 57 | 1.5 | 1.3 | 7.0 | -1%
C/C(=C\c1ccccc1)C(=O)NCCCn1ccnc1 | i | -1 | -0.51 | 1659 | -2.1 | 985 | -8% | 1 | 681 | 1 | i | 61 | 2.7 | 4.4 | 7.5 | 2%
CCCc1cc(N2CCC(C(N)=O)CC2)nc(-c2ccccc2)n1 | i | -2 | 0.45 | 1570 | 0.6 | 1419 | 7% | 30 | 660 | 1 | i | 55 | 2.0 | 2.1 | 10 | 10%
Cc1ccc(NC(=S)N(CCN(C)C)Cc2cccs2)c(C)c1 | i | 7 | -0.98 | 1146 | · | · | 1% | -3 | 716 | 1.1 | i | 52 | 2.1 | 2.6 | 5.0 | 2%
Cc1ccc(NC(=O)c2nc(C)n(-c3ccc([N+](=O)[O-])cc3)n2)cc1 | i | 7 | 1.3 | 1937 | -1.4 | 1078 | 15% | 3 | 350 | 1 | i | 43 | 4.0 | 2.2 | 13 | 11%
COc1ccc(-n2c(Cc3cccn3C)nnc2SCC(=O)NCc2ccccc2Cl)cc1 | + | 21* | -0.86 | 1365 | -0.1 | 1098 | 13% | 3 | 621 | 1.1 | i | 31 | 3.9 | 3.2 | 2.5 | 7%
O=C(O)/C=C/C(=O)Nc1ccc(OC(F)(F)Cl)cc1 | i | 8 | -0.27 | 1460 | 0.0 | 1507 | 0% | 2 | 748 | 1 | i | 67 | 3.4 | 1.4 | 7.0 | 2%
COc1ccc(NC(=O)Nc2cc(C)ccc2F)cc1 | i | 17 | -1.2 | 1051 | · | · | 0% | -8 | 762 | 1.2 | i | 28 | 1.1 | 1.5 | 12 | 1%
O=C(NCc1ccc(Cl)cc1)NCc1ccc(Cl)cc1 | i | -15 | -0.31 | 1591 | -0.5 | 1504 | 6% | 17 | 625 | 1.5 | i | 17 | 1.3 | 1.3 | 1.0 | 9%
c1ccc(C2CCC3(CC2)Oc2ccccc2C2CC(c4cccnc4)=NN23)cc1 (stereo not given) | i | 6 | -0.16 | 1305 | 2.4 | 962 | -33% | -1 | 602 | 1 | i | 9 | 3.3 | 2.0 | 3.6 | -56%
O=C(c1ccco1)N1CCN(C(=O)C2CCN(S(=O)(=O)c3cnc[nH]3)CC2)CC1 | i | -11 | 0.29 | 1310 | · | · | 0% | 0 | 784 | 1.1 | i | 42 | 4.3 | 2.5 | 6.1 | -4%
Cc1cc(C)nc(/N=C(\N)N2CCc3ccccc32)n1 | i | 1 | 0.53 | 1401 | -0.7 | 1561 | · | -1 | 747 | 1.1 | i | 60 | 2.1 | 1.5 | 6.2 | ·
Cc1cc(/C=C2\C(=N)N3N=C(C(C)C)SC3=NC2=O)c(C)n1-c1ccccc1 | i | 3 | -0.42 | 1224 | 1.6 | 1095 | 10% | -6 | 739 | 1 | i | 27 | 2.4 | 2.9 | 4.7 | 10%
COc1ccc(CCNC(=O)CSc2ccc(-c3ccco3)nn2)cc1 | i | 7 | 0.77 | 1270 | -0.2 | 1191 | -2% | -6 | 708 | 1.1 | i | 35 | 3.0 | 4.4 | 9.8 | 14%
Cc1ccc(Cl)cc1N1CCN(C(=O)CCC(=O)O)CC1 | i | 9 | 0.31 | 1244 | -2.5 | 1120 | -4% | · | · | 1.1 | i | 27 | 4.7 | 1.5 | 4.5 | -5%
CCN(CC)C(=O)CS(=O)CC(=O)Nc1cc(OCCOC)c(Cl)cc1Cl (stereo not given) | i | -17 | -0.69 | 1398 | -0.5 | 1192 | 5% | -4 | 645 | 1.1 | i | 19 | 3.5 | 1.7 | 4.3 | 1%
CCc1ccc(OCCOCC(O)CNC2CCCC2)cc1 (stereo not given) | i | -9 | 1.3 | 1301 | -4.9 | 1067 | 3% | -10 | 748 | 1 | i | 16 | 2.2 | 1.4 | 3.1 | 0%
CCOc1ccccc1C(=O)NCCCN1CCN(CCCNC(=O)c2ccccc2OCC)CC1 | i | 27 | 0.69 | 1188 | · | · | 9% | -2 | 673 | 1.1 | i | 44 | 4.1 | 2.6 | 2.2 | 8%
Cc1cnc(C(=O)Nc2nnc(SCc3c(Cl)cccc3Cl)s2)cn1 | i | -13 | -0.66 | 1296 | -4.2 | 496 | -5% | 2 | 627 | 1.2 | i | 20 | 2.3 | 2.9 | 3.9 | -4%
CCOCc1nnc(NC(=O)c2cc(OC)cc(OC)c2)s1 | i | -3 | -0.75 | 1230 | -1.8 | 1045 | -8% | 18 | 717 | 1.2 | i | 23 | 1.7 | 2.2 | 6.7 | -2%
CCN1CCN(Cc2ccc(NC(=O)c3cc(NC(=O)c4ccc5n[nH]nc5c4)cc(OC)c3)cc2C(F)(F)F)CC1 | · | · | -0.09 | 966 | 0.2 | 1435 | · | -4 | 681 | · | i | 30 | · | · | · | ·
Cc1onc(-c2ccccc2)c1C(=O)NCCN1CCOCC1 | i | -18 | -1.1 | 1104 | -3.7 | 1254 | -6% | 8 | 721 | 1.1 | i | 10 | 2.4 | 2.5 | 13 | -7%
CC(=O)Nc1ccc(OC(F)(F)C(F)F)c(NC(C)=O)c1 | i | 0 | · | · | · | · | -4% | 24 | 809 | 1.1 | i | 66 | 1.9 | 1.6 | 4.7 | -5%
COc1ccc(CCNC(=O)C2CC(c3c(Cl)cccc3Cl)=NO2)cc1 (stereo not given) | i | 29 | -0.5 | 1343 | -0.1 | 992 | -6% | · | · | 1 | i | 31 | 1.8 | 1.1 | 6.8 | -2%
CCOC(=O)CN1C(=O)C(O)(CC(=O)c2ccccn2)c2ccccc21 (stereo not given) | i | -11 | 0.41 | 857 | -0.2 | 1168 | 8% | · | · | 1.1 | i | 34 | 1.1 | 3.3 | 6.8 | 21%
O=c1[nH]nnc2sc3c(c12)CCCC3 | i | -9 | · | · | · | · | 2% | -6 | 728 | 1.1 | i | 52 | 5.5 | 2.2 | 0.9 | 1%
COCC(C)NC(=S)N1CCN(c2ccccc2Cl)CC1 (stereo not given) | i | -5 | 0.73 | 1120 | -1.1 | 1138 | 10% | 4 | 707 | 1.1 | i | 12 | 4.1 | 2.4 | 6.7 | 9%
CCC(c1nnc(SCC(=O)NCCc2ccc(OC)c(OC)c2)n1Cc1ccccc1)N(C)C (stereo not given) | i | 10 | · | · | -0.2 | 1532 | 3% | 3 | 672 | 1.1 | i | 30 | 2.6 | 1.4 | 7.0 | 0%
Cc1cnn(-c2nc(-c3cccs3)cc(C(F)(F)F)n2)c1 | i | -40 | 2.6 | 1367 | · | · | 18% | -1 | 701 | 1.1 | i | 1 | 3.3 | 2.0 | 5.3 | 15%
Cc1cc(C)n2nc(C(=O)OCCOc3ccc(Br)cc3)nc2n1 | i | 20 | 1.8 | 1392 | 0.6 | 826 | 7% | · | · | 1.1 | i | 34 | 1.5 | 2.2 | 8.7 | 8%
COc1cc(CNC2CCCC2)c(Br)cc1OC1CCCC1 | i | 6 | · | · | -0.3 | 1485 | 5% | -2 | 600 | 1 | i | 24 | 1.5 | 1.9 | 4.4 | 5%
COC(=O)c1cc(N2CCN(C)CC2)nc2ccccc12 | i | -3 | 0.03 | 1642 | -1.4 | 1017 | -62% | 1 | 572 | 1 | i | 12 | 3.6 | 3.0 | 6.9 | -78%
COc1ccc(/C=N/NC(=O)c2ccc(Cl)cc2)cc1Cn1cc(Cl)cn1 | i | 0 | 0.35 | 1469 | -1.3 | 976 | 21% | -1 | 657 | 1.1 | i | 48 | 3.4 | 3.6 | 4.2 | 14%
N#Cc1c(N)nc2c(c1-c1cccs1)CCCC2 | i | 5 | -0.55 | 1417 | 0.2 | 1051 | 4% | 18 | 572 | 1 | i | 54 | 6.5 | 3.0 | 6.5 | -3%
